Screening data from PubChem.
DAX1 inh-1 = DAX1 (NR0B1) inhibitors on StAR promoter, primary screen, cell-based, luminescence, SF-1 (NR5A1), full-length DAX-1; HEK293T StAR-luciferase reporter, SF-1/DAX-1 repression relief; inhibition, % at 6.8 µM; 370,000 tested, 1.1% active; AID 652010, 2013;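 active means inhibition above the mean over all tested compounds plus 3 SD, cut at about 3.6% in these data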;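 further: 0% = DAX-1 cells with DMSO and 100% = cells lacking DAX-1 with DMSO; higher inhibition means more luminescence from relief of DAX-1 repression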
ssDAF-12 act = S. stercoralis DAF-12 nuclear receptor activators, primary screen, cell-based, luminescence, HEK293, GRIP1 co-expression, lit1-tk-luc; AID 652126, 2013; 370,000 tested, 1% active; activation, % at 6.8 µM; HEK293 ssDAF-12/GRIP1 lit1-tk-luc reporter; % of 3 µM dafachronic acid response; Nuclear hormone receptor DAF-12 (Strongyloides stercoralis);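 active means activation above the mean over all tested compounds plus 3 SD, cut at about 0.9% in these data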;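 further: 0% = DMSO-only wells and 100% = 3 µM delta7-dafachronic acid wells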
hgDAF-12 ag = H. glycines DAF-12 receptor agonists, primary screen, cell-based, luminescence, HEK293, GAL4 fusion, UAS-luciferase | HEK293 GAL4-hgDAF12 UAS-luciferase reporter, agonist luminescence; normalized to butyrate control | activation, % at 6.8 µM | 370,000 tested, 1.8% active | AID 687014, 2013;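 active means activation above a cutoff set at the mean of all screened compounds plus 3 SD, cut at about 10% in these data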;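 further: 0% = DMSO wells and 100% = sodium butyrate wells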
SMARCA2 activ = SMARCA2 (BRM) function activators, primary screen, cell-based, luminescence, high throughput; MG213 cells, MMTV-luciferase reporter, dexamethasone, overnight; 370,000 tested, 1% active; AID 652017, 2013; activation, % at 9.1 µM; in the data active means activation above about 7.8%;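 further: 0% = vehicle wells and 100% = reference activator wells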
GAA850 FXN act = FXN promoter activators, primary screen, cell-based, luciferase luminescence, HEK293 lucGAA850; HEK293 lucGAA850 FXN promoter luciferase reporter, 24 h; percent of 10 µM SAHA response; AID 540364, 2011; activation, % at 6 µM; 360,000 tested, 0.56% active;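 active means activation above the average of all compounds screened plus 3 SD, cutoff fixed separately per campaign, cut at about 7.5% in these data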;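 further: 0% = DMSO wells and 100% = 10 µM SAHA wells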
HGIII-sPLA2 inh = human group III sPLA2 inhibitors, primary screen, biochemical, QFRET, BODIPY PC-A2 liposome substrate. Group 3 secretory phospholipase A2 (Homo sapiens), Q9NZ20. QFRET BODIPY PC-A2 liposome hydrolysis, fluorescence. AID 743126, 2013. inhibition, % at 12.2 µM. 370,000 tested, 0.56% active;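 active means inhibition above mean plus 3 SD of compounds lying within the high and low control bounds, cut at about 19% in these data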;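 further: 0% = median of test compound wells and 100% = no enzyme DMSO wells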
Target sequence (Q9NZ20 whole entry, looked up): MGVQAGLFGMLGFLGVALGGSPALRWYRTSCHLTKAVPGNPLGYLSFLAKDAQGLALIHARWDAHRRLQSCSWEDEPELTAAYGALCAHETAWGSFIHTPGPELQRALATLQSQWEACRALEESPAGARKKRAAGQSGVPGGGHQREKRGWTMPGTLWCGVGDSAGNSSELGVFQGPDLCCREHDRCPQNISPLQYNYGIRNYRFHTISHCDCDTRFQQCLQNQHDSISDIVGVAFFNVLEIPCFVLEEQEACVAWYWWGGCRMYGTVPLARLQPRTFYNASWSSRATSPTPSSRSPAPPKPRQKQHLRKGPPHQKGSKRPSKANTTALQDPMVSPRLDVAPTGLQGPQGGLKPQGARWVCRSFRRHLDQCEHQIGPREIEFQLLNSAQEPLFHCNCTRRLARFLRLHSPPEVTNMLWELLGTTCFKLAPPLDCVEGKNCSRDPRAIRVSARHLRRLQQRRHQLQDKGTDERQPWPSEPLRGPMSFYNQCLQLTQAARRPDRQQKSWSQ
PG9 Ab binder = binders of HIV-1 gp120 antibody PG9, primary screen, biochemical, TR-FRET | HIV-1 gp120 / PG9 antibody interaction | TR-FRET gp120-PG9 antibody binding | inhibition, % at 6.7 µM | 360,000 tested, 0.43% active; in the data active means inhibition above about 8.5%
Rev-erbA mod = modulators of Rev-erb alpha DNA binding, primary screen, biochemical, FITC-DNA, fluorescence polarization, uHTS. Nuclear receptor subfamily 1 group D member 1 (Homo sapiens), P20393. Rev-erbα–FITC-DNA binding, 90 min. activity, % at 10 µM. 370,000 tested, 0.79% active. AID 1259318, 2017;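 active means activity above about 14%, limit read from the data; passing the limit was not always enough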;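 further: 0% = DMSO wells with 35 nM protein and 100% = DMSO wells with 750 nM protein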
Target sequence (P20393 whole entry, looked up): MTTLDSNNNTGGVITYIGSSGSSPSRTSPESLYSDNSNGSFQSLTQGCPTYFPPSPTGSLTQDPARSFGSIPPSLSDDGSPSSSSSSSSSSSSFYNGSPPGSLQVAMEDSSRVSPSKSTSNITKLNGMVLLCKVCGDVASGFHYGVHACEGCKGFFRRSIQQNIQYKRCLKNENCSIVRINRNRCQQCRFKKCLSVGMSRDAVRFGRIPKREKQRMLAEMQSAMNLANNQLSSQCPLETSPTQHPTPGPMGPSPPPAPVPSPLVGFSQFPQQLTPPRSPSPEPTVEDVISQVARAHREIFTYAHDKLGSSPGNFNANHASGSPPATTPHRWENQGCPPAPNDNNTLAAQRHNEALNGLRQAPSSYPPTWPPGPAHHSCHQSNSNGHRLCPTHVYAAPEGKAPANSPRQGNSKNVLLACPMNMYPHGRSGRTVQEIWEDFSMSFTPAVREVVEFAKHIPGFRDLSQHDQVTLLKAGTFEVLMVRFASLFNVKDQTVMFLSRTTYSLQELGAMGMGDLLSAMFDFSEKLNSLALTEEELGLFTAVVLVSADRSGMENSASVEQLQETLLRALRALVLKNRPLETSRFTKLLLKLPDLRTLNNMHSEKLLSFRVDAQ
DAX1 inh-2 = DAX1 (NR0B1) inhibitors, primary screen, cell-based, HEK293, Gal4-DAX1, luciferase luminescence; Nuclear receptor subfamily 0 group B member 1 (Homo sapiens), P51843; 340,000 tested, 0.99% active; inhibition, % at 6.75 µM; HEK293 Gal4-DAX1 luciferase reporter; AID 504766, 2011;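 active means inhibition above the mean over all tested compounds plus 3 SD, cut at about 4.2% in these data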;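 further: 0% = DAX1-transfected cells with DMSO and 100% = empty-vector control cells with DMSO; inhibition shows as a rise in luminescence from relieved DAX1 repression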
hcDAF12 agonist = H. contortus DAF-12 nuclear receptor activators, primary screen, cell-based, luminescence, HEK293, lit1-tk-luc reporter; HEK293 hcDAF-12 lit1-tk-luc reporter; 0% DMSO, 100% Δ7-dafachronic acid; activation, % at 6.8 µM; 370,000 tested, 1.4% active; AID 652067, 2013;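 active means activation above the mean of all tested compounds plus 3 SD, cut at about 5.5% in these data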;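 further: 100% = response to 3 µM Δ7-dafachronic acid high control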
PLCb3 inh = human PLC-beta3 inhibitors, primary screen, biochemical, fluorescence; 1-phosphatidylinositol 4,5-bisphosphate phosphodiesterase beta-3 (Homo sapiens), Q01970; Purified PLC-beta3, fluorogenic substrate; inhibition, % at 12.2 µM; 370,000 tested, 0.18% active; in the data active means inhibition above about 11%;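 further: 0% = median of compound wells on plate and 100% = full blocker control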
* = called active by the depositor; . = no result given. An unsorted share of the library; overall some 7% were active at least once.

SMILES | DAX1 inh-1 | ssDAF-12 act | hgDAF-12 ag | SMARCA2 activ | GAA850 FXN act | HGIII-sPLA2 inh | PG9 Ab binder | Rev-erbA mod | DAX1 inh-2 | hcDAF12 agonist | PLCb3 inh
O=C(CSc1nc(C(F)(F)F)cc(=O)[nH]1)N1CCOCC1 | -0.6 | -1.1 | 2.0 | 0 | -0.1 | 1 | 0.0 | -3 | 2.4 | -0.7 | -5
C/C(CC(=O)Nc1ccc(Cl)cc1)=N\NC(=O)C(=O)NCCO | -0.6 | -1.1 | 0.6 | 2 | 1.7 | -27 | -0.9 | -3 | 0.2 | 1.3 | 1
CCOc1ccc(S(=O)(=O)N(CC(=O)NCC(F)(F)F)Cc2ccco2)cc1 | 0.1 | -1.6 | -0.9 | 0 | 1.6 | -2 | -4.2 | 3 | -1.3 | -0.2 | 2
COC(OC)c1ccc(C#N)c(=O)[nH]1 | -0.3 | -1.4 | 0.6 | -1 | 0.2 | 2 | -1.2 | -4 | 1.0 | 2.3 | -29
C/C(O)=C(\N=Nc1cc(C)ccc1O)C(N)=O | -0.2 | 0.8 | 5.0 | -6 | 4.0 | -7 | -3.7 | 3 | . | 5.5 | -10
CCN1CCc2c(sc(NC(=O)CN3C(=O)c4ccccc4C3=O)c2C(N)=O)C1 | -0.1 | -1.5 | -1.0 | 2 | -0.6 | 0 | -2.8 | 4 | -0.3 | 0.8 | -5
CC(C)C12CN3CC(C(C)C)(CN(C1)C3c1ccc3c(c1)OCO3)C2=O (stereo not given) | 0.7 | -1.3 | -1.8 | -4 | -2.4 | 2 | 1.2 | -4 | 1.3 | -0.5 | 12*
Cc1ccc(OCC(=O)NNC(=S)NC(=O)C2CC2)c(C)c1 | -3.5 | -0.9 | -0.8 | -2 | -2.4 | 7 | 5.3 | 2 | -0.8 | -1.8 | -11
N#Cc1nc(-c2ccccc2)oc1NCCCn1ccnc1 | 0.1 | -1.4 | 0.0 | 1 | 0.6 | -9 | -0.8 | 5 | 0.5 | -0.6 | -365
CN(C)S(=O)(=O)c1ccc(N2CCCC2)c(C(=O)OCC(=O)NC2CCCCC2)c1 | -0.2 | -1.0 | -1.2 | 2 | 1.1 | -7 | -3.3 | -2 | -0.9 | -0.9 | -2
Cc1ccc(C)c(Nc2c([N+](=O)[O-])cc(C(=O)N3CC(=O)Nc4ccccc43)cc2[N+](=O)[O-])c1 | -0.7 | -0.7 | -2.8 | -1 | -1.2 | 4 | -1.5 | 3 | -0.2 | 0.0 | 5
CC(=O)Nc1ccc2c(c1)C(=O)N(c1cccc(C)c1)C2=O | -0.2 | -1.1 | -3.6 | 2 | 0.9 | 3 | -0.5 | 14 | 2.3 | 1.6 | -1
COc1ccc(-c2c[n+](CC(=O)c3ccccc3)c3n2CCCCC3)cc1 | -1.0 | -1.1 | -0.4 | -6 | 1.5 | -40 | -1.1 | -6 | 0.3 | -0.6 | -2
C[C@H](CO)N1C[C@H](C)[C@@H](CN(C)C(=O)Nc2ccc3c(c2)OCO3)Oc2c(NC(=O)Nc3ccc(C(F)(F)F)cc3)cccc2C1=O | -1.5 | -2.0 | -5.9 | -2 | -9.2 | -25 | -1.0 | -4 | -2.0 | -2.4 | -15
N#Cc1ccc(OCC(=O)OCC(=O)NC2CC2)cc1 | -0.5 | -0.3 | 2.9 | -1 | 2.5 | -6 | -1.5 | -7 | 1.3 | -1.2 | -4
COc1ccc(-c2oc3ccccc3c2C(=O)Oc2ccccc2)cc1 | 0.5 | -0.7 | 2.2 | 1 | 3.6 | 5 | 0.9 | -2 | -0.5 | 0.4 | -199
CCC(C)[C@H](NC(=O)Nc1cccc(OC)c1)C(=O)OC (stereo not given in full) | 0.3 | -1.7 | 0.3 | -1 | 0.0 | 2 | -1.0 | -2 | -0.8 | 0.3 | 2
COc1ccc(NC(=O)C2CCOC(C)(C)C2)cc1 (stereo not given) | -0.2 | -1.4 | -2.1 | -3 | 2.3 | -2 | -0.4 | 3 | . | 2.0 | -6
CN(C(=O)c1cccc(NC(=O)Cc2ccc(NC(=O)C3CCCN(S(=O)(=O)c4cccc([N+](=O)[O-])c4)C3)cc2)c1)C1CCC1 (stereo not given) | -4.0 | -1.7 | -3.8 | -8 | -2.7 | -6 | -1.3 | -7 | -3.3 | -2.9 | -4
Cc1ccc(/C=C/C(=O)c2c(C)nc3ccccn23)cc1 | 1.0 | 0.5 | 3.7 | 3 | 4.0 | -4 | -3.2 | -4 | -0.1 | 3.3 | 2
CCn1c2c(n(C(C)=O)c1=O)C[C@@H](c1ccccc1)[C@@H](C)[C@@H](C(=O)N1CCCC1)C2 | 0.7 | -1.4 | -0.9 | 0 | . | -3 | -0.5 | -7 | . | -0.3 | -2
CCOc1ccc(S(=O)(=O)Nc2ccccc2C(=O)N2CCCC2)cc1 | -0.8 | -1.0 | 2.5 | -1 | 0.8 | 6 | -0.4 | 1 | -0.8 | -1.1 | -5
CN(C)S(=O)(=O)c1ccc(C(=O)Nc2cc(=O)n(C)c(=O)n2C)cc1 | 0.0 | -0.7 | 1.8 | -1 | 2.5 | 4 | -1.5 | -2 | 0.0 | -0.2 | -1
CCOC(=O)c1ccccc1NC(=O)Cn1cnc2c(cnn2-c2ccc(OC)cc2)c1=O | -0.5 | 0.1 | 0.4 | 4 | . | 5 | -1.2 | 22* | . | 1.8 | 0
CC(=O)c1cnc(-c2ccccc2Cl)s1 | -0.5 | -1.4 | 0.5 | 2 | 0.7 | 2 | 0.4 | 0 | -0.1 | -0.8 | 0
Cc1cc(C)c(-c2cc(NC(=O)COC(=O)c3ccc(CO)cc3)n(-c3ccccc3)n2)cc1C | -0.6 | -0.3 | -2.5 | 1 | 1.5 | -5 | -3.2 | 8 | -1.7 | -0.8 | -1
Cn1c(=O)c2c(ncn2CC(O)CNc2ccc(Br)cc2)n(C)c1=O (stereo not given) | 0.3 | -1.0 | -3.0 | -5 | -1.5 | 6 | -1.1 | 0 | -0.1 | -1.6 | 0
O=c1/c(=C/c2ccco2)sc2nc(-c3ccccc3Br)nn12 | -0.1 | -1.0 | 0.6 | -2 | -1.2 | 0 | -0.3 | -18 | -0.5 | 0.0 | -6
CCC1(CC)Cc2ccccc2-c2nc(CCl)[nH]c(=O)c21 | 0.3 | -0.8 | -1.9 | -2 | 8.2* | -4 | -3.1 | 0 | 1.1 | -1.0 | -9
CCn1cc(C(=O)N2CCN(C(=O)c3ccco3)CC2)c2cc(OC)c(OC)cc2c1=O | 0.1 | -0.8 | -0.8 | -5 | 2.1 | 11 | 1.7 | 8 | 0.2 | -1.6 | 5
CCCC(=O)N1CCCC1(C)C(=O)Nc1cccc(OC(C)C)c1 (stereo not given) | 0.0 | -0.7 | -1.9 | -1 | -1.1 | 1 | -0.8 | -8 | . | 0.1 | 3
CCOC(=O)Cc1c(C)nc2c(-c3cccc(Br)c3)cnn2c1C | -0.2 | -0.1 | 1.0 | -3 | 1.3 | 4 | -1.9 | 4 | 0.6 | 1.7 | -20
Cc1cccc(C)c1-n1c(C)nn(Cc2ccc([N+](=O)[O-])cc2)c1=O | 0.4 | -0.9 | -0.4 | 2 | -1.2 | 0 | -0.5 | 7 | 0.0 | -0.5 | 6
C/C(=N/NC(=O)CN1CCN(Cc2ccccc2Cl)CC1)c1cccc(O)c1 | -1.4 | -1.8 | 4.8 | -4 | . | -6 | . | 3 | . | -1.4 | -3
S=c1nc(-c2ccc(Br)cc2)[nH]c2ccccc12 | 1.0 | 0.6 | -0.2 | -2 | 2.1 | 5 | 1.2 | 6 | 1.2 | 7.3* | -7
CCCS(=O)(=O)N1CCCC(C(=O)c2cccc(Cl)c2)C1 (stereo not given) | -0.3 | 0.0 | 1.1 | 0 | 1.6 | -4 | -1.0 | -4 | 0.4 | 0.6 | 0

Retrieved one by one from the entries so far, 2 records:
SMILES | DAX1 inh-1 | ssDAF-12 act | hgDAF-12 ag | SMARCA2 activ | GAA850 FXN act | HGIII-sPLA2 inh | PG9 Ab binder | Rev-erbA mod | DAX1 inh-2 | hcDAF12 agonist | PLCb3 inh
Cc1cc(C)c(-c2cc(NC(=O)COC(=O)c3ccc(CO)cc3)n(-c3ccccc3)n2)cc1C | -0.6 | -0.3 | -2.5 | 1 | 1.5 | -5 | -3.2 | 8 | -1.7 | -0.8 | -1
S=c1nc(-c2ccc(Br)cc2)[nH]c2ccccc12 | 1.0 | 0.6 | -0.2 | -2 | 2.1 | 5 | 1.2 | 6 | 1.2 | 7.3* | -7

Other records follow:
SMILES | DAX1 inh-1 | ssDAF-12 act | hgDAF-12 ag | SMARCA2 activ | GAA850 FXN act | HGIII-sPLA2 inh | PG9 Ab binder | Rev-erbA mod | DAX1 inh-2 | hcDAF12 agonist | PLCb3 inh
COc1ccc(Cl)cc1NC(=O)CN(C)C(=O)Cn1c(=O)oc2ccccc21 | -0.9 | -1.2 | -2.0 | 1 | 0.8 | -8 | -1.0 | 1 | 0.1 | -0.7 | 3
c1cncc(CSc2nnc3ccc(-c4cccs4)nn23)c1 | -1.2 | -1.4 | 0.4 | -1 | 0.5 | -3 | -2.7 | 4 | 1.6 | -0.5 | -109
O[C@@H]1C[C@H](c2ccc(Cl)cc2)N(Cc2cccs2)C[C@H]1n1cc(C2CC2)nn1 | -0.2 | -0.6 | -1.5 | -6 | -0.8 | 9 | -1.0 | -7 | 0.0 | -2.5 | -3
Cc1ccc(N2CC(C(=O)OCC(=O)c3ccc([N+](=O)[O-])cc3)CC2=O)cc1 (stereo not given) | -0.4 | 0.3 | -0.5 | -2 | -0.8 | 4 | -0.1 | -3 | 0.9 | 3.7 | 4
C=CCc1ccccc1OCC(O)CN(C(C)C)C(C)C (stereo not given) | 0.0 | -0.6 | -1.9 | 3 | -1.3 | 4 | -1.9 | 4 | 1.4 | -1.6 | 6
CC1(C)Cc2c(C#N)c(NCCN3CCOCC3)nc(-c3ccco3)c2CO1 | -0.7 | -1.6 | 0.4 | 0 | 4.6 | -7 | -0.9 | 3 | 0.8 | -1.9 | -86
COc1ccccc1NC(=O)N1CCc2c([nH]c3ccccc23)C1C(F)(F)F (stereo not given) | 0.3 | -2.0 | -0.8 | -5 | 3.2 | -5 | -1.1 | -3 | -0.3 | -0.4 | -5
Cc1cc(C)cc(NC(=S)/C(=C(\[O-])c2ccc(Cl)cc2Cl)[n+]2ccccc2)c1 | 0.7 | -1.2 | 5.3 | -1 | 1.3 | 11 | 0.5 | 5 | 2.0 | 0.9 | -11
